Screening results: PubChem, Emory University Molecular Libraries Screening Center
14-3-3 PPI = 14-3-3 gamma protein interaction modulation; inhibition, % at 40 µM; FP, 14-3-3gamma / TMR-pS259-Raf peptide binding; P61981; hit rate 0.19% among 160,000; in the data active means inhibition above about 30%;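 further: 0% = protein plus tracer without compound and 100% = blank with tracer alone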
Target sequence (P61981 whole entry, looked up): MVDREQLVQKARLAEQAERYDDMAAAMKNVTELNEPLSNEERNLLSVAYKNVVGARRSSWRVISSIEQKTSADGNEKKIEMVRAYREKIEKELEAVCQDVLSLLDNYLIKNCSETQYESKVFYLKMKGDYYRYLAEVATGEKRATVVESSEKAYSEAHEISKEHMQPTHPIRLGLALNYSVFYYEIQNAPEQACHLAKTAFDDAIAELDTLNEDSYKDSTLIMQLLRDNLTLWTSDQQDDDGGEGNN
An asterisk follows results filed as active; & = joins results of further samples. Some of the compounds tested (hit frequency here may not be typical).

SMILES	14-3-3 PPI
COc1nc(NCc2ccco2)nc(N2CCC(C)CC2)n1	-10
COC(=O)c1c(NC(=O)c2ccc(C(C)(C)C)cc2)sc2c1CCC(C)C2 (configuration not stated)	3
CCOc1ccc(-n2nc3ccc(NC(=O)c4ccc(C(C)(C)C)cc4)cc3n2)cc1	-22
CC(C)CN(C(=O)COC(=O)CCN1C(=O)c2ccccc2C1=O)C1CCS(=O)(=O)C1 (configuration not stated)	-10
Cn1c(NC(=O)COc2ccc(Cl)cc2)cc(=O)n(C)c1=O	-12
O=C1CC(Nc2ccc(N3CCOCC3)cc2)C(=O)N1c1ccc(F)cc1 (configuration not stated)	1
Cc1cccc(CSc2nnc(-c3ccco3)n2C)c1	-9
CN1CC(=O)NC1=NC(=O)c1ccc(Cl)c(S(=O)(=O)N2CCCCCC2)c1	-5
Cc1ccc(-n2nnc3c(=O)n(CC(=O)N4CCOCC4)cnc32)cc1	-7
CCOC(=O)C1=C(c2ccccc2)OC(N)=C(C#N)C1c1ccco1 (configuration not stated)	-8
Cn1c(=O)c2c(nc(SCc3ccccn3)n2C)n(C)c1=O	0
COC(=O)c1ccc(N2C(=O)CSC2c2ccccc2Br)cc1 (configuration not stated)	-1
CN1CCN(C(=O)c2cc3c(=O)n(C)c4cc(Cl)ccc4c3s2)CC1	0
O=C(NCC12CC3CC(CC(C3)C1)C2)c1ccc(S(=O)(=O)N2CCOCC2)cc1	-6
CC(=O)Nc1cccc2c1[n+]([O-])c(C)c(C)[n+]2[O-]	-4

Taken from above.
Result of `O=C1CC(Nc2ccc(N3CCOCC3)cc2)C(=O)N1c1ccc(F)cc1` (configuration not stated) in 14-3-3 PPI: 1
Result of `O=C(NCC12CC3CC(CC(C3)C1)C2)c1ccc(S(=O)(=O)N2CCOCC2)cc1` in 14-3-3 PPI: -6
Result of `COc1nc(NCc2ccco2)nc(N2CCC(C)CC2)n1` in 14-3-3 PPI: -10

More compounds:
SMILES	14-3-3 PPI
c1ccc2nc3c(nc2c1)c1ccccc1n3CCN1CCOCC1	3
CCN=C1SC(CC(=O)Nc2ccccc2OCC)C(=O)N1CC (configuration not stated)	-2
CC(=O)Nc1cc2c(cc1Cl)C(=O)c1ccccc1C2=O	-20
C=CCSc1ncccc1C(=O)NC1CCCCCCC1	-5
CCOC(=O)c1cc(C)n(-c2ccc(OC)c(OC)c2)c1C	5
O=C(NCCCO)C(=O)Nc1ccc(Cl)cc1	-2
N#Cc1nc(-c2ccc(OCc3ccccc3)cc2)oc1NCc1cccnc1	-3
Cc1cccc(NS(=O)(=O)c2ccc(F)cc2)n1	4
Nc1ccccc1NC(=O)c1ccc(C(F)(F)F)cc1	-8
COC(=O)C1=C(C)NC2=C(C(=O)c3ccccc32)C1c1cc(Br)c(OC)c(OC)c1 (configuration not stated)	-34
O=C(NC(C(=O)O)c1ccccc1)c1cc2ccccc2o1 (configuration not stated)	2
COc1ccc(Nc2nc(=S)[nH]c3ccccc23)cc1Cl	-8
O=C(Nc1ccc(N=CC=Cc2cccc(Br)c2)cc1)c1cccc(Cl)c1	-8
Cc1cc(C)n(C(C)n2nc(C)cc2C)n1	-6
COc1ccc(OC)c(N/C(C)=C/C(=O)c2ccc(C)o2)c1	-12

18 compounds already listed, sorted by length of the SMILES, largest number first.
SMILES	14-3-3 PPI
COC(=O)C1=C(C)NC2=C(C(=O)c3ccccc32)C1c1cc(Br)c(OC)c(OC)c1 (configuration not stated)	-34
O=C(NCC12CC3CC(CC(C3)C1)C2)c1ccc(S(=O)(=O)N2CCOCC2)cc1	-6
CCOc1ccc(-n2nc3ccc(NC(=O)c4ccc(C(C)(C)C)cc4)cc3n2)cc1	-22
CN1CC(=O)NC1=NC(=O)c1ccc(Cl)c(S(=O)(=O)N2CCCCCC2)c1	-5
COC(=O)c1c(NC(=O)c2ccc(C(C)(C)C)cc2)sc2c1CCC(C)C2 (configuration not stated)	3
O=C(Nc1ccc(N=CC=Cc2cccc(Br)c2)cc1)c1cccc(Cl)c1	-8
O=C1CC(Nc2ccc(N3CCOCC3)cc2)C(=O)N1c1ccc(F)cc1 (configuration not stated)	1
CC(=O)Nc1cccc2c1[n+]([O-])c(C)c(C)[n+]2[O-]	-4
Cn1c(NC(=O)COc2ccc(Cl)cc2)cc(=O)n(C)c1=O	-12
Cn1c(=O)c2c(nc(SCc3ccccn3)n2C)n(C)c1=O	0
c1ccc2nc3c(nc2c1)c1ccccc1n3CCN1CCOCC1	3
O=C(NC(C(=O)O)c1ccccc1)c1cc2ccccc2o1 (configuration not stated)	2
COc1nc(NCc2ccco2)nc(N2CCC(C)CC2)n1	-10
Nc1ccccc1NC(=O)c1ccc(C(F)(F)F)cc1	-8
Cc1cccc(NS(=O)(=O)c2ccc(F)cc2)n1	4
Cc1cccc(CSc2nnc(-c3ccco3)n2C)c1	-9
C=CCSc1ncccc1C(=O)NC1CCCCCCC1	-5
O=C(NCCCO)C(=O)Nc1ccc(Cl)cc1	-2

The list continues.
SMILES	14-3-3 PPI
Cc1ccc(C)c(N2CCN(C(=O)CC3Nc4c5ccccc5nc(=S)n4C3=O)CC2)c1 (configuration not stated)	-105
N#CCN1CCN(CC(=O)Nc2ccc(OC(F)(F)F)cc2)CC1	-1
Cc1ccc(N2CN=C(c3ccccc3)NC2=S)cc1	1
COc1ccc(-c2nc(CS(=O)CC(=O)NCCCN3CC(C)CC(C)C3)c(C)o2)cc1OC (configuration not stated)	-2
COc1ccc(-n2c(SCC(=O)NC3CCCCC3)nc3c([nH]c4ccccc43)c2=O)cc1	2
Cc1ccc(NC(=O)C2c3ccccc3Oc3ccccc32)c([N+](=O)[O-])c1	-4
CCC(=O)N1CCc2cc(S(=O)(=O)CCC(=O)N3CCc4ccccc4C3)ccc21	4
CCOC(=O)c1ccc(NC(=O)N2CC(C)OC(C)C2)cc1 (configuration not stated)	-3
COc1ccc(S(=O)(=O)NC(CC(=O)NCc2ccc3c(c2)OCO3)c2ccco2)cc1 (configuration not stated)	-2
Cc1ccc(N2CC(C(=O)Nc3ccccc3I)CC2=O)cc1 (configuration not stated)	-7
COc1cccc(NC(=O)Cn2c(=O)n(-c3cccc(C(F)(F)F)c3)c(=O)c3sccc32)c1	-7
CCC1Oc2ccc(C)cc2N(CC(=O)NC2CCCC2)C1=O (configuration not stated)	-3
CCc1c(O)nc(SCC(=O)Nc2ccccc2OC)[nH]c1=O	-3
COc1ccccc1CC(=O)Nc1ccc(-c2noc(-c3cc(Cl)ccc3OC)n2)cc1	6
O=[N+]([O-])c1ccc(Cl)c(S(=O)(=O)N=C(c2ccccc2)N2CCOCC2)c1	-3
COc1ccc(CC(=O)NC2CCCC2)cc1	0
COc1ccc2nc(NC(=O)Cc3nn(C)c(=O)c4ccccc34)sc2c1	3
CCN1CCc2c(sc(NC(=O)c3ccc(S(=O)(=O)N4CCOCC4)cc3)c2C(=O)OC)C1	0
O=C(Nc1ccc(Cl)cc1)c1ccc(F)c(S(=O)(=O)N2CCOCC2)c1	1
Cn1c(=O)c2c(nc(CN3CCN(C(=O)c4ccco4)CC3)n2Cc2ccc(F)cc2)n(C)c1=O	-6
COc1cccc(-c2nc(-c3ccc(NC(=O)Cc4ccccc4OC)cc3)no2)c1	-2&-22
Cc1cc2oc(=O)c3c(c2cc1OCc1nn[nH]n1)CCCC3	-10
Cc1ccc2oc(-c3cc(NC(=O)c4ccc([N+](=O)[O-])o4)ccc3O)nc2c1	-31
C=CCN1C(=O)CN=C1Nc1cc(C)ccc1C	3
CN1CCN(S(=O)(=O)c2cccc(C(=O)NC3CCCc4ccccc43)c2)CC1 (configuration not stated)	-4
COc1ccc(NC(=O)CSc2nc3ccccc3s2)c(OC)c1	-26
COC(=O)c1cc(S(=O)(=O)N2CCOCC2)c(Sc2ccccn2)cc1Sc1ccccn1	-16
C=C(c1cccc2ccccc12)P(=O)(O)O	-7
COc1ccc(Cl)cc1NC(=O)CCn1c(=S)oc2ccccc21	0
CCCCCOC(=O)c1ccc(NC(=O)c2ccco2)cc1	-6

The list goes on, starting with the last two of the part before.
SMILES	14-3-3 PPI
COc1ccc(Cl)cc1NC(=O)CCn1c(=S)oc2ccccc21	0
CCCCCOC(=O)c1ccc(NC(=O)c2ccco2)cc1	-6
Cc1cc(C)cc(-n2nc3c(c2NC(=O)c2ccccc2[N+](=O)[O-])CSC3)c1	-13
CCCCC(=O)Nc1nc2c(C)cccc2s1	-1
CC(CN1CCN(C)CC1)OC(=O)c1ccc(Cl)cc1 (configuration not stated)	-1&-4
Cc1ccc(C(=O)CSC2=NC(N)=C(C#N)C3(CCCCC3)C2C(N)=O)cc1 (configuration not stated)	-6
Cc1nc2c3cnn(-c4ccc(C)c(C)c4)c3ncn2n1	-8
CC1CCc2cc(F)cc3c(O)c(C(=O)Nc4ncccc4O)c(=O)n1c23 (configuration not stated)	-6
O=C(Nc1sc2c(c1C(=O)N1CCOCC1)CCC2)c1ccccc1Cl	-19
O=C(CSc1nnc(-c2cccs2)o1)Nc1nccs1	1
Cc1cccc(C2C3=C(Nc4c2c(=O)n(C)c(=O)n4C)c2ccccc2C3=O)c1 (configuration not stated)	-11
COc1ccc(Cn2c(=O)[nH]c3cc(C(=O)NC4CCN(Cc5ccccc5)CC4)ccc3c2=O)cc1	8
Cc1cccc(N2CCN(C(=O)COc3cc(=O)n(C)c4ccccc34)CC2C)c1 (configuration not stated)	-3
Cc1ccc(-c2nnc(NCc3ccco3)c3ccccc23)cc1	-4
O=C(Nc1ccc(-c2nc3ccccc3o2)cc1)c1ccc([N+](=O)[O-])o1	-7
CCCN1CCN(C(=O)Cn2c(C)cc3ccccc3c2=O)CC1	-8
CCOC(=O)C1CCCN(C(=O)Cn2nc(Cc3cccnc3)c3ccccc3c2=O)C1 (configuration not stated)	0
CCOC(=O)c1cnc(SCC(=O)Nc2cc(OC)cc(OC)c2)nc1N	-2
COc1cc2c(cc1N)CCCC2	-2
CCC(=O)N1c2ccc(S(=O)(=O)N3CCN(c4cccc(Cl)c4)CC3)cc2CC1C (configuration not stated)	3
CC(=O)Nc1ccc(NCc2ccco2)cc1	0
COC(=O)C1C(=O)C2=C(CC1C)NC(C)=C(C(=O)OCc1ccc(OC)cc1)C2c1cccs1 (configuration not stated)	-9
O=C(Nc1ccc2nn(-c3ccccc3)nc2c1)c1cc([N+](=O)[O-])ccc1Cl	-3
CC1CCCC(NC(=O)CC2Nc3ccccc3NC2=O)C1C (configuration not stated)	2
CCC(=O)N1CCc2cc(OC)c(OC)cc2C1COc1ccc(C(=O)OC)cc1 (configuration not stated)	-10&-5
O=C(Nc1ccc(OCc2ccccc2)cc1)c1ccccc1Br	0
CC1CCCN(C(=O)C2(S(=O)(=O)c3ccc(Cl)cc3)CC2)C1 (configuration not stated)	-1
CNC(=O)c1cc2c(=O)n3cccc(C)c3nc2n(C(C)C)c1=N	0
CC1Cc2nc(SCC(=O)Nc3cccc(C(F)(F)F)c3)n(C)c(=O)c2S1 (configuration not stated)	-7
COc1ccccc1N1CCN(C(=O)C2CCC(Cn3c(=S)[nH]c4ccccc4c3=O)CC2)CC1 (configuration not stated)	-3
Brc1ccc(C2C=C(c3cccs3)Nc3ncnn32)cc1 (configuration not stated)	7
COC(=O)c1ccc(CSc2nc3c(c(=O)n2-c2ccc(C)cc2)SCC3)o1	-4&-5
O=C(Nc1cccc2ccccc12)c1ccccc1C(=O)NC1CC1	-8
CS(=O)(=O)Nc1ccc2c(c1)C(=O)NC2=O	-3
Cn1nnnc1SCc1c(F)cccc1F	-7
CN(C)S(=O)(=O)c1ccc(C(=O)Nc2nc3ccc(Cl)cc3s2)cc1	18
COC(=O)c1ccccc1NC(=O)c1ccc(OC)c([N+](=O)[O-])c1	-2
CCOC(=O)CSc1nc2ccsc2c(=O)n1-c1ccc(F)cc1	-5
CCOC(=O)C1C(=O)C=C(N2CCOCC2)CC1c1cccc(OC)c1 (configuration not stated)	0
COc1ccc(C(=O)CNC2=NCCC2)cc1	-6
COc1cc(OC)cc(C(=O)OCCSc2nc(C)c3cc(C)c(C)cc3n2)c1	-24
CCOc1ccc(C2Nc3ccccc3NC3=C2C(=O)CC(c2ccc(OC)cc2)C3)cc1 (configuration not stated)	-8
Fc1cccc(Cl)c1Cn1nnc2c(NCc3ccccn3)ncnc21	-5
Cc1nn(S(=O)(=O)c2ccccc2[N+](=O)[O-])c(C)c1Sc1ccc([N+](=O)[O-])cc1	15
O=C(NC1CCCCCCC1)c1ccc(N2CC3CC(C2)c2cccc(=O)n2C3)c(NS(=O)(=O)c2ccc(F)cc2)c1 (configuration not stated)	-5
CCCC(=O)Nc1sc(C(=O)OC)c(C)c1C(N)=O	1
CCOC(=O)Cc1ccc(N(Cc2cccs2)S(=O)(=O)c2c(C)cc(C)cc2C)cc1	-8
C(=C\c1ccccc1)/CSc1nnc(-c2cnccn2)n1Cc1ccco1	-1
Cc1nc(SCC(=O)NCc2ccco2)nc(C)c1C	-1
CC1(C)CC2(C)OC(=N)C1(C#N)C2(C#N)C#N (configuration not stated)	2
CN1C(=O)C(O)(CC(=O)c2cccc(-n3cccc3)c2)c2ccccc21 (configuration not stated)	-5
Cc1cc([N+](=O)[O-])ccc1N=Cc1ccc([N+](=O)[O-])cc1	13
Cc1ccc2c(c1)C(=O)N(CCC(=O)O)C2=O	-3
O=C1C(=O)N(Cc2cccnc2)C(c2ccc(O)cc2)/C1=C(\O)c1ccc(Cl)cc1 (configuration not stated)	-1
O=C(Nc1nc(-c2ccccc2)c(C(=O)c2ccccc2)s1)c1ccc(F)cc1	-4
O=C(Nc1sc2c(c1C(=O)Nc1ccccc1)CCCCC2)c1cccnc1	-47
COc1ccc(CC(=O)N2N=C(CC(C)C)CC2(O)C(F)(F)F)cc1 (configuration not stated)	-2
Cc1cc(C(=O)OCC(=O)Nc2nc(-c3ccccc3)cs2)c(C)o1	-1
CCOCCCNC(=O)C1CCN(S(=O)(=O)c2cccc3nsnc23)CC1	-7
COc1ccccc1OCCCCCc1c(C)n[nH]c1C	-10
Cc1ccc(-c2nc3ncccn3c2Nc2ccccc2)o1	-10
O=C(CNC1C(=O)Nc2ccccc21)Sc1ccccc1 (configuration not stated)	-10

More compounds follow.
SMILES	14-3-3 PPI
CCOC(=O)COc1cc(=O)n(CC)c2ccccc12	-6
FC(F)(F)c1cccc(N2CCN(c3nnnn3-c3ccccc3)CC2)c1	-8
COc1ccc(OC)c(CNc2nc3ccccc3n2CCN2CCCCC2)c1	-2
CCCCOC(=O)C1=C(C)Nc2nnnn2C1c1ccccc1OC (configuration not stated)	-12
